VLA-4 inh = inhibition in a human VLA-4 binding assay | AID 2557 | VLA-4 expressing cells, ligand binding flow cytometry | 330,000 tested, 0.2% active | P13612 | inhibition, % (about 7 µM as worked out from the volumes in the protocol); in the data active = inhibition above about 50%
GRK2 aptamer HTS = inhibitors of human GRK2 displacing RNA aptamer. P25098. bead flow cytometry, FAM-aptamer displacement from GRK2. inhibition of aptamer binding, % at 10 µM. 330,000 tested, 0.59% active;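 active = inhibition of aptamer binding above 40%, roughly 3 SD of noise, on plates passing a quality check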;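 note: median bead fluorescence of bound FAM aptamer so fluorescent compounds give negative values; no value below 0 was filed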
GLD-1 TGE inh = GLD-1-TGE RNA interaction inhibition (C. elegans) | inhibition, % at 5.96 µM | AID 2280 | 320,000 tested, 0.44% active | Q17339 | purified GLD-1 + fluorescein TGE RNA, fluorescence polarization;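 active = percent inhibition above a per-plate cutoff, the plate mean of test compounds plus 3 SD, cut at about 30% in these data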;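 note: 0% = DMSO wells with GLD-1 and probe and 100% = wells lacking GLD-1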
Target sequence (Q17339 whole entry, looked up): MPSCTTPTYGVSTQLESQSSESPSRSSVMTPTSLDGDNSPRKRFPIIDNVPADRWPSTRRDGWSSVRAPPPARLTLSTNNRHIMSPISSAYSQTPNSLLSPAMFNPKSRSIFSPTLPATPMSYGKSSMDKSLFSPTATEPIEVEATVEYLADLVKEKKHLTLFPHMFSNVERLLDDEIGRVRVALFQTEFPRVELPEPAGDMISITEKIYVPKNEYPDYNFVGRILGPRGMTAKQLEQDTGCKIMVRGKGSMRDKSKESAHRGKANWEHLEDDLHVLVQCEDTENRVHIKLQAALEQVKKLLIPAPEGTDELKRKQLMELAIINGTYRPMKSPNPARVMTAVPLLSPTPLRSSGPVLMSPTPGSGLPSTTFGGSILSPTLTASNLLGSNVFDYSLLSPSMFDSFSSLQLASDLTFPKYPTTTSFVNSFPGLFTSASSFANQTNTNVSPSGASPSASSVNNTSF
MEX-5 binding = C. elegans MEX-5 TCR-2 RNA binding activity; 300,000 tested, 0.38% active; MEX-5/FITC-TCR2 RNA binding, fluorescence polarization; hits give low values; activity score (negative = inhibition of binding), % at 10 µM;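 active = inhibition past about -25% in most replicates, and total fluorescence under double the plate's negative control median, limit read from the data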;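 note: 0% = DMSO and -100% = 5 µM competing unlabeled TCR2 RNA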
Target sequence (Q9XUB2 whole entry, looked up): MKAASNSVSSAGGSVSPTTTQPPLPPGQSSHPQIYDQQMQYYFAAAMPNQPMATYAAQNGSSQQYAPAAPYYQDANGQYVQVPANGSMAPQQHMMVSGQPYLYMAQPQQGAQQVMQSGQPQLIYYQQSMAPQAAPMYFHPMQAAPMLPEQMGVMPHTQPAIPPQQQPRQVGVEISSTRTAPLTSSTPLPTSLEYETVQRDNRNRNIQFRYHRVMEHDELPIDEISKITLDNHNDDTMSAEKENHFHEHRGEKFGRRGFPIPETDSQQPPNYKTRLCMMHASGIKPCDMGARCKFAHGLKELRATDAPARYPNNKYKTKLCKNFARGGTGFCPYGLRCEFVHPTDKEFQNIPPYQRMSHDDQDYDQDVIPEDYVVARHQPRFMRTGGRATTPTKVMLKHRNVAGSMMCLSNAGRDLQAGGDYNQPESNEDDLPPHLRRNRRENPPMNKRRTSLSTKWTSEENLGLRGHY
AGP1-GFP MLPCN = modulators of TOR pathway AGP1-GFP in S. cerevisiae; GFP response vs DMSO, % at 10 µM; AID 2066; 320,000 tested, 0.02% active; S. cerevisiae AGP1-GFP multiplex flow cytometry, 3 h; GFP as percent of DMSO wells;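 active = GFP response relative to DMSO above a set limit, near screen average plus 3 SD, cut at about 150% in these data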;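 note: median GFP channel fluorescence of the gated AGP1 strain per well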
BCLXL inh = inhibitors of human Bcl-xL | Q07817 | GST-Bcl-xL / FITC-Bim BH3 peptide fluorescence polarization | inhibition, % at 10.9 µM | 320,000 tested, 0.7% active | AID 2129;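 active = inhibition above the mean of all tested compounds plus 3 SD, cutoff set per campaign, cut at about 30% in these data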;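 note: 0% = DMSO wells and 100% = unlabeled Bim-BH3 peptide competitor; inhibitors lower millipolarization by displacing the labeled peptide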
CIT2-GFP yeast = modulators of TOR pathway CIT2-GFP in S. cerevisiae. 320,000 tested, 0.065% active. S. cerevisiae CIT2-GFP strain, flow cytometry, 3 h; 100 means same as DMSO wells. GFP response vs DMSO, % at 10 µM;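 active = GFP response relative to DMSO above a set limit, near the screen mean plus 3 SD, cut at about 150% in these data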;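 note: ratio of well median GFP fluorescence to mean of DMSO wells on the plate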
MCL1 BIM primary = inhibitors of human MCL1 binding to BIM-BH3 peptide | Q07820 | GST-MCL1 / FITC-Bim-BH3 fluorescence polarization | inhibition, % at 10.9 µM | 320,000 tested, 0.68% active | AID 2057;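 active = inhibition above the mean inhibition of all tested compounds plus 3 SD, set per campaign, cut at about 40% in these data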;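 note: 0% = DMSO wells and 100% = unlabeled Bim-BH3 peptide control; higher means more loss of mP so more displacement of Bim peptide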
Yeast superoxide = yeast age-related superoxide inhibition as caloric restriction mimetic | 330,000 tested, 0.18% active | S. cerevisiae aged cells, superoxide DHE fluorescence; hits give low values | superoxide response (% of plate mean), % at 10 µM;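 active = superoxide response under a set limit, about three screen SD below normal, cut at about 65% in these data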;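 note: yeast aged for seven days with compound at 30 °C before DHE staining; 100% = average MFI of all compound-treated wells on the plate with controls excluded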
Numbers without * were called inactive; i = inactive; · = not tested or not shown.

SMILES	VLA-4 inh	GRK2 aptamer HTS	GLD-1 TGE inh	MEX-5 binding	AGP1-GFP MLPCN	BCLXL inh	CIT2-GFP yeast	MCL1 BIM primary	Yeast superoxide
Cc1ccccc1CO/N=C/c1[nH]ncc1Br	-10	1	-2	1.3	99	0	86	2	i
NC(=O)c1cc(Br)cc2c3c([nH]c12)CCCC3	3	0	24	0.5	102	10	85	2	102
CC(NCCc1ccc(S(N)(=O)=O)cc1)C(=O)NCc1ccccc1 (centres undefined)	13	2	-5	0.3	101	-3	99	-8	115
O=C(Cc1ncn[nH]1)NCCc1ccccc1	13	0	1	3.0	108	1	104	3	99
CCOc1ccc(-n2c(SCC(=O)Nc3cc(OC)c([N+](=O)[O-])cc3C)nc3ccccc32)cc1	-8	9	3	-0.3	98	-1	102	3	94
COc1cccc(/C=C2/C(=O)NN(c3ccccc3)C2=O)c1	2	0	·	1.1	96	·	100	·	100
CN(C)c1cccc(C(=O)NCc2ccc(Cl)cc2)c1	-5	1	-5	-1.4	94	1	91	12	86
Cc1ncc([N+](=O)[O-])n1CC(=O)Nc1cccc(C(F)(F)F)c1	-2	·	1	3.9	96	10	107	5	106
CCC(CC)c1nnc(NC(=O)c2nc3nc(C)cc(C)n3n2)s1	5	1	0	-1.5	108	-4	109	-7	94
COc1ccc(NCc2nnc(SCC(=O)c3ccc(OC)cc3)o2)cc1	-3	0	3	-0.5	95	2	95	2	97
N=c1c2c(-c3ccccc3)c(-c3ccccc3)n(Cc3ccco3)c2ncn1CCO	11	0	0	2.3	99	2	88	-5	113
COc1ccc(NC(=O)COc2cccnc2[N+](=O)[O-])cc1OC	-8	0	7	2.1	100	12	98	-4	111
O=C(CN(C(=O)c1csnn1)c1cccc(Cl)c1)NCCc1ccccc1	-3	0	-11	-1.2	90	4	92	5	98
COc1ccc2[nH]c(=O)c(CNC3CCCCC3)cc2c1	6	2	5	-0.5	96	3	99	-2	108
COc1ccc(CN2c3cc(S(=O)(=O)N4CCOCC4)ccc3N3CCCC32)cc1 (centres undefined)	4	1	-1	0.0	95	3	95	1	106

Some values from the list.
Under AGP1-GFP MLPCN, CCC(CC)c1nnc(NC(=O)c2nc3nc(C)cc(C)n3n2)s1 is listed with 108
Under GLD-1 TGE inh, O=C(Cc1ncn[nH]1)NCCc1ccccc1 is listed with 1
Under GRK2 aptamer HTS, COc1cccc(/C=C2/C(=O)NN(c3ccccc3)C2=O)c1 is listed with 0

Further compounds follow:
SMILES	VLA-4 inh	GRK2 aptamer HTS	GLD-1 TGE inh	MEX-5 binding	AGP1-GFP MLPCN	BCLXL inh	CIT2-GFP yeast	MCL1 BIM primary	Yeast superoxide
Cc1ccc(-c2csc(-c3c[nH]c4ccccc34)n2)cc1	-1	0	3	1.7	96	0	97	-5	110
O=C(Oc1ccc(-c2ccccc2)cc1)C1C2CCCCC21 (centres undefined)	7	3	-3	1.0	98	3	102	-4	111
Cc1ccc(N2CC(C(=O)Nc3ccc4c(c3)OCO4)CC2=O)cc1C (centres undefined)	-7	0	3	0.9	91	0	85	0	105
Cc1ccc(Cn2nc(C)c(NC(=O)C3(C)CC3(Br)Br)c2C)cc1 (centres undefined)	1	0	2	0.3	100	1	93	-3	87
COc1ccccc1C(=O)Nc1nnn(C)n1	1	1	4	1.2	99	3	87	9	93
CN(C)S(=O)(=O)c1ccc(N2CCCC2)c(C(=O)Nc2ccccc2F)c1	-2	2	2	-2.7	105	-6	101	-7	110
Cc1cc(Cl)ccc1C(=O)C1CCCN(C(=O)c2cnn(C(C)C)c2)C1 (centres undefined)	-4	1	4	-2.3	106	2	100	2	104
O=C(O)c1ccc(-n2nc(C(F)(F)F)cc2-c2cccs2)cc1	7	0	·	-0.1	91	·	97	·	103
O=C(/C=C/c1ccccc1)NC(=S)NNC(=O)c1cccnc1	3	3	1	3.7	102	3	107	7	100
COc1ccc(-c2[nH]ncc2N=Nc2ccccc2)cc1	3	0	7	-0.9	80	-1	89	-1	92
CC12CCC(C(=O)NC3CCCC3)(CC1=O)C2(C)C (centres undefined)	2	0	3	-3.1	94	5	100	-2	102
CC(=O)Nc1cccc(NC(=S)Nc2cccc(Cl)c2Cl)c1	3	1	-10	-0.5	92	4	85	4	101
Cc1ccc(C(=O)COC(=O)c2c(C)cc(=O)oc2C)cc1[N+](=O)[O-]	14	3	5	0.1	98	5	99	9	97
C[C@@H]1C[C@H]2[C@@H]3C[C@H](F)C4=CC(=O)C=C[C@]4(C)[C@@]3(Cl)[C@@H](O)C[C@]2(C)[C@H]1C(=O)COC(=O)C(C)(C)C	16	0	5	·	91	0	87	5	104
CCOc1ccc(NC(=O)CC2C(=O)N(CC)C(=S)N2NC(=O)c2ccncc2)cc1 (centres undefined)	16	1	-3	-1.6	101	2	94	4	107

Given with two lines to a compound: 2 of the compounds above
The line under a structure holds: VLA-4 inh | GRK2 aptamer HTS | GLD-1 TGE inh | MEX-5 binding | AGP1-GFP MLPCN | BCLXL inh | CIT2-GFP yeast | MCL1 BIM primary | Yeast superoxide
COc1ccccc1C(=O)Nc1nnn(C)n1
→ 1 | 1 | 4 | 1.2 | 99 | 3 | 87 | 9 | 93
O=C(O)c1ccc(-n2nc(C(F)(F)F)cc2-c2cccs2)cc1
→ 7 | 0 | · | -0.1 | 91 | · | 97 | · | 103

(cont.)
SMILES	VLA-4 inh	GRK2 aptamer HTS	GLD-1 TGE inh	MEX-5 binding	AGP1-GFP MLPCN	BCLXL inh	CIT2-GFP yeast	MCL1 BIM primary	Yeast superoxide
CS(=O)(=O)Oc1ccc(Br)c2cccnc12	18	0	-6	-0.5	92	3	91	3	107
CCCNC(=O)NC(=O)CSc1nncs1	-9	2	-3	2.2	99	1	95	-1	110
CCN(CC)c1cnn(C/C(=N\OC)c2ccc(Cl)cc2)c(=O)c1Br	5	1	1	-3.8	101	8	98	3	104
COC(=O)c1cnc(Oc2ccc(NC(=O)NC(=O)c3c(OC)cccc3OC)cc2)cc1C(F)(F)F	14	3	3	1.0	104	-1	93	-8	98
CCOC(=O)c1ccc(-c2c(-c3cc(OC)c(OC)c(OC)c3)noc2C)cc1F	0	1	2	0.3	83	7	87	5	108
COc1ccc(OCCC(=O)OCC(=O)NC(=O)NC(C)C)cc1	7	0	0	-0.6	98	4	94	5	110
CC(C)[C@H](NC(=O)c1ccccc1)C(=O)OCC(=O)NCC1CCCO1 (some centres undefined)	8	1	2	·	96	·	100	·	113
CCn1cc(S(=O)(=O)c2ccc(C)cc2)c(=O)c2cc(F)c(N3CCN(C)CC3)cc21	-8	0	3	2.0	65	1	109	0	104
O=C(NC1CCCCCC1)C1CCN(C(=O)c2ccc(Cl)cc2)CC1	15	2	2	·	105	4	95	0	99
Cc1cc(C)n(-c2ccc(C(=O)Nc3ccc4c(c3)OCCO4)cc2)n1	21	5	0	0.2	99	4	107	4	89
O=C(Nc1cc(=O)[nH]c(=O)[nH]1)c1cccc(C(F)(F)F)c1	3	8	3	1.9	105	4	99	4	92
COc1ccc(OC)c(-c2csc3nnc(SCC(=O)Nc4ccc(NC(C)=O)cc4)n23)c1	2	0	0	-3.9	105	-3	104	8	81
Cc1nn(C2CCS(=O)(=O)C2)c(C)c1CN(C)C(=O)c1ccc(S(=O)(=O)N(C)C)cc1 (centres undefined)	-4	7	1	·	107	·	107	·	97
COC(=O)c1cc2c(s1)-c1ccccc1OC2	6	2	-1	-1.7	100	3	106	0	93
CCCCNC(=O)/C(=C/c1ccco1)NC(=O)c1ccco1	-1	3	3	1.0	96	7	103	7	93
CCOCCCn1c(SCC(=O)Nc2oc(C)c3c(C)n[nH]c(=O)c23)nnc1-c1ccncc1	17	4	5	-0.6	85	-15	92	-11	103
C/C(=N\Nc1nc2ccccc2s1)c1cccs1	-19	0	-3	-0.6	96	2	91	-1	106
COc1ccc(C(=O)O/N=C(\N)c2ccc(Cl)cc2)cc1	7	1	3	-1.1	73	2	113	-5	105
Cc1ccc(S(=O)(=O)c2cnc(-c3ccccc3)nc2N2CCN(C)CC2)cc1	4	0	0	-3.3	88	5	92	-1	81
CC(C)(C)c1ccc(C(=O)OCCN2CCCCC2)cc1	13	0	4	-1.1	72	0	80	-2	80
CN1CCN(c2nc(-c3ccc(Cl)s3)cs2)CC1	-1	1	5	-0.9	99	6	·	0	89
CCc1cc2c(N3CCCCC3)ncnc2s1	14	4	-5	2.7	99	4	99	6	102
COc1ccc2cc(C(C)C(=O)Nc3cccc(S(=O)(=O)N(C)C)c3)ccc2c1 (centres undefined)	15	1	-1	1.8	96	0	96	-6	102
COc1ccccc1NC(=O)N1CCN(C(=O)c2ccco2)CC1	-1	0	-4	0.3	96	0	91	6	92
O=C(NCc1nnc(SCC(=O)N2CCCC2)o1)c1c(F)cccc1F	13	0	5	1.0	103	-1	103	-2	94
Cc1ccc(-c2nnc3c(C(F)(F)F)nc4ccccc4n23)cc1	4	1	6	-0.3	98	0	99	1	82
COc1cc(F)ccc1S(=O)(=O)N1CCN(C23CC4CC(CC(C4)C2)C3)CC1	27	0	6	-1.0	97	3	93	3	103
O=C(NC1CCCCC1)C1CCN(c2cnccn2)CC1	16	0	-6	-0.9	86	2	92	0	90
COc1ccc(-c2cc(C)no2)cc1S(=O)(=O)Nc1ccccc1	7	0	-5	-0.5	100	1	96	-5	105
CN(c1cccc(NS(=O)(=O)c2ccccc2)c1)S(C)(=O)=O	-15	2	3	-1.3	89	5	90	5	116
COc1ccc(CN2CC(C(=O)NCCC(C)C)CC2=O)cc1 (centres undefined)	-4	2	4	2.0	101	5	93	1	102
COC(=O)CSc1nnc(NC(=O)C2CC(=O)N(c3ccc(F)cc3)C2)s1 (centres undefined)	-18	0	6	1.1	101	3	95	5	95
O=C(N/C(=C/c1ccco1)C(=O)N1CCCC1)c1cccs1	6	3	-5	-2.1	107	8	101	0	91

One compound at a time, from the list above.
Cc1ccc(S(=O)(=O)c2cnc(-c3ccccc3)nc2N2CCN(C)CC2)cc1 is entered as VLA-4 inh: 4; GRK2 aptamer HTS: 0; GLD-1 TGE inh: 0; MEX-5 binding: -3.3; AGP1-GFP MLPCN: 88; BCLXL inh: 5; CIT2-GFP yeast: 92; MCL1 BIM primary: -1; Yeast superoxide: 81
CC(C)(C)c1ccc(C(=O)OCCN2CCCCC2)cc1 is entered as VLA-4 inh: 13; GRK2 aptamer HTS: 0; GLD-1 TGE inh: 4; MEX-5 binding: -1.1; AGP1-GFP MLPCN: 72; BCLXL inh: 0; CIT2-GFP yeast: 80; MCL1 BIM primary: -2; Yeast superoxide: 80
COc1ccc(-c2cc(C)no2)cc1S(=O)(=O)Nc1ccccc1 is entered as VLA-4 inh: 7; GRK2 aptamer HTS: 0; GLD-1 TGE inh: -5; MEX-5 binding: -0.5; AGP1-GFP MLPCN: 100; BCLXL inh: 1; CIT2-GFP yeast: 96; MCL1 BIM primary: -5; Yeast superoxide: 105

Source: PubChem BioAssay (several laboratories)

The order is random. About 2.1% of those tested had a hit in this group.
